# High-throughput results from PubChem.
# JMJD2A Tudor inh: inhibitors of human JMJD2A Tudor domain; AlphaScreen JMJD2A-Tudor / H3K4me3 peptide binding; 4.4% of 390,000 active; O75164; Potency, µM (series often up to 114 µM), for the others: at the top dose activity change, negative = inhibition, usual class: inhibitors; AID 504339; further: on the % scale 0 is the no-effect control and ±100 the full control effect; nearly all actives have a fitted effect of over 50% in size
# POLB inh: inhibitors of human DNA polymerase beta; Pol beta primer extension/strand displacement, fluorescence kinetic; Potency, µM (doses to about 114 µM), without a hit: at the top dose activity change, negative = inhibition, usual class: inhibitors; 1.3% of 340,000 active; further: on the % scale 0 is the no-effect control and ±100 the full control effect
#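 Human Pol beta at 10 nM; strand-displacement substrate 50 nM final. Compound exposure 15 min at room temperature before start, reaction 10 min at room temperature.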
# G9a block: blocks human histone lysine methyltransferase G9a | G9a H3K9 monomethylation, AlphaScreen, 2 h | Potency, µM (doses to about 102 µM), inactives show top-dose activity, negative = inhibition, actives largely listed as inhibitors | 8.8% of 350,000 active; further: on the % scale 0 is the no-effect control and ±100 the full control effect; nearly all actives have a fitted effect of over 75% in size
#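 AlphaScreen detection with an anti-monomethyl H3K9 antibody quantified product after a 2 h room-temperature reaction containing 500 nM biotinylated H3K9 peptide, 20 µM SAM and 20 nM enzyme, which had been preincubated 15 min with compound.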
# BLM inh: Bloom syndrome helicase (human) inhibition | AID 2528 | Potency, µM (series often up to 56.1 µM), for inactives: at the highest dose activity change, negative = inhibition, hits mostly inhibitors | recombinant BLM DNA unwinding, fluorescence dequenching | 0.2% of 350,000 active | P54132;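 further: plate controls were vehicle for no effect and no enzyme for full effect; nearly all actives have a fitted effect of over 35% in size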
# Pol eta inh: blocks human DNA polymerase eta activity; Q9Y253; recombinant Pol eta, fluorescent DNA replication assay; Potency, µM (series often up to 114 µM), for inactives: at the top dose activity change, negative = inhibition, hits mostly inhibitors; 1.2% of 390,000 active; further: on the % scale 0 is the no-effect control and ±100 the full control effect
#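 Fluorescent replication assay: 50 nM final substrate added after a 15 min room-temperature compound preincubation with 10 nM enzyme. Signal taken at 0 min and again at 10 min.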
# BAZ2B inh: blocks human BAZ2B. AlphaScreen BAZ2B-H3K14Ac peptide displacement. Potency, µM (titrated, usually from 114 µM), without a hit: top-dose activity change, negative = inhibition, most hits filed as inhibitors. 4.4% of 360,000 active; further: on the % scale 0 is the no-effect control and ±100 the full control effect; nearly all actives have a fitted effect of over 60% in size
#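 BAZ2B (50 nM) with biotin-H3(5-23)K14Ac peptide (50 nM) in PBS pH 7.4, 0.01% Tween-20, preformed 30 min, then compound 30 min at room temperature; top concentration 110uM. AlphaScreen streptavidin donor/nickel chelate acceptor beads (10 ug/mL final), 20 min dark, signal read.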
# Pol kappa inh: blocks human DNA polymerase kappa activity | 0.53% of 400,000 active | purified Pol kappa, fluorescent DNA synthesis assay, 10 min | Potency, µM (titrated, usually from 107 µM), for the others: at the top dose activity, negative = inhibition, most hits filed as inhibitors; further: on the % scale 0 is the no-effect control and ±100 the full control effect
#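 Readout: fluorescence, taken kinetically at 0 and 10 min. Conditions: 10 nM Pol kappa, 15 min RT compound preincubation, 50 nM substrate final. Controls: enzyme-free buffer wells.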
# APEX1 inh: APE1 (human) endonuclease inhibition; recombinant APE1, TAMRA/BHQ-2 abasic DNA cleavage fluorescence; 0.35% of 350,000 active; Potency, µM (top dose mostly 65.8 µM), inactives show at the top dose activity change, negative = inhibition, actives largely listed as inhibitors; P27695;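 further: plate controls were vehicle for no effect and reference inhibitor for full effect; nearly all actives have a fitted effect of over 55% in size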
# Target sequence (P27695 whole entry, looked up): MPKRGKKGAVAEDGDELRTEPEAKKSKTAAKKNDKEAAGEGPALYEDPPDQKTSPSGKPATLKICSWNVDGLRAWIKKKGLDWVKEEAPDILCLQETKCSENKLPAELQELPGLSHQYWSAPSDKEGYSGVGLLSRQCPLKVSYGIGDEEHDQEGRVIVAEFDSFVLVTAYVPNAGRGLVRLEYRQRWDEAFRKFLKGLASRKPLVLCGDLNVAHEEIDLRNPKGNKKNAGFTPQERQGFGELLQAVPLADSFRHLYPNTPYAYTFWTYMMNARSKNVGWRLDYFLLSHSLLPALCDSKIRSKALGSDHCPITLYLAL
#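 APE1 at 0.75 nM preincubated 15 min at room temperature with compound. Reaction then started with 50 nM double-stranded THF-abasic substrate labelled with TAMRA/BHQ-2, and 525/598 nm fluorescence read kinetically. Activity taken as third-minus-first read difference, normalized to DMSO and NSC13755 controls.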
# POLI inh: inhibitors of human DNA polymerase iota; Pol iota fluorescent replication assay, 10 min; Potency, µM (top dose mostly 115 µM), without a hit: at the highest dose activity, negative = inhibition, most hits filed as inhibitors; 1% of 390,000 active
# Target sequence (Q9UNA4 whole entry, looked up): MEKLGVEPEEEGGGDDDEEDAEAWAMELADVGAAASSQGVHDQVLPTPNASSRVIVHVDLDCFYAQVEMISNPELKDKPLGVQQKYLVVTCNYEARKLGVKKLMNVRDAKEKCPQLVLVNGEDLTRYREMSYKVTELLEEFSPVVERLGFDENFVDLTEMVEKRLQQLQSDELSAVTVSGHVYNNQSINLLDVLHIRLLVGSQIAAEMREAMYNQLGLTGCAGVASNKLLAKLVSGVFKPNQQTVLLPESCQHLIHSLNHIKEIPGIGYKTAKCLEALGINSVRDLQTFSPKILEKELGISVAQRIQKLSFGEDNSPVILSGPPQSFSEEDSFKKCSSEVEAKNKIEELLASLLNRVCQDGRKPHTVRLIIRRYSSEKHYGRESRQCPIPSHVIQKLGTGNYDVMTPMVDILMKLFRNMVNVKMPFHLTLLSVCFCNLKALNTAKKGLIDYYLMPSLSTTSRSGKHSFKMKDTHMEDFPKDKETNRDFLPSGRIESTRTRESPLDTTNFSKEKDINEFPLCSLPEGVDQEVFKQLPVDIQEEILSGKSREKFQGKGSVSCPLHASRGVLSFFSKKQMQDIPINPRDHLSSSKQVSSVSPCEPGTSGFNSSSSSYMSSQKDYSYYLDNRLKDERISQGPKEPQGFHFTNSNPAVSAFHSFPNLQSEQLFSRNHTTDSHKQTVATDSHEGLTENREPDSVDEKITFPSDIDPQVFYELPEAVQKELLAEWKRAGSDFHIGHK
#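 Pol iota at 10 nM preincubated 15 min with compounds at room temperature; reaction started with fluorescent substrate, 50 nM final. Fluorescence read kinetically at 0 and 10 min; buffer-only wells as negative control.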
# Numbers without * were called inactive; u = inconclusive; x = no result given; [ ] = another dose, or the depositor's remark. The call rests on the fitted dose curve; in most records, active means well fitted curve in the direction sought with a large enough effect; inconclusive means small, poorly fitted or top-dose-only effect, or another doubt; inactive means no such curve, though single readings can be large; an effect the other way counts as inactive or inconclusive. Potency means the concentration at half of the fitted maximal effect.
SMILES,JMJD2A Tudor inh,POLB inh,G9a block,BLM inh,Pol eta inh,BAZ2B inh,Pol kappa inh,APEX1 inh,POLI inh
COC(=O)c1sccc1S(=O)(=O)N1CCN(c2cccc(C)c2C)CC1,-8%,0%,30%[59 µM],-10%,-20%,3%,0%,x,0%
CCn1c(CSc2nc3ccccc3s2)nnc1SCC(=O)c1ccc(Cl)cc1,u,11%,u,-6%,-17%,6%,-17%,3%,-6%
O=C(CC1C(=O)NCCN1Cc1cccc(C(F)(F)F)c1)NC1CCCCCC1 (configuration not stated),-30%,8%,40µM*,-8%,-10%,-21%,-6%,-14%,24%
COc1ccc(CNC(=O)CCSCc2cccc(F)c2)cc1,0%,0%,-1%,-1%,-20%,2%,-7%,10%,138%[activator]
CN(C)S(=O)(=O)c1ccc(Cl)c(C(=O)OCC(=O)NNC(=O)c2cccs2)c1,-13%,x,-4%[59 µM],x,-14%,10%,-13%,9%,-4%
CCNC(=S)Nc1cccc(F)c1C,-21%,-12%,u,2%,-4%,-22%,6%,-3%,7%
CCC1(C(=O)OC)NC(c2ccco2)C2C(=O)N(c3ccccc3)C(=O)C21 (configuration not stated),-5%,29%,9%[59 µM],-4%,12%,5%,-14%,-1%,10%
COc1cc(-c2csc(C)n2)ccc1O,-1%,-2%,-1%[12.7 µM],-1%,-9%,5%,4%,-2%,-13%
CCOc1ccc(C(=O)COC(=O)CN2C(=O)NC3(CCCCC3C)C2=O)cc1 (configuration not stated),-6%,x,-3%[0.501 µM],x,-1%,8%,-9%,15%,14%
CC1=[N+]([O-])C(C)(C)C(C)N(O)C1=O (configuration not stated),u,34%,u,1%,-1%,u,-15%,-10%,3%
CC1(C)CC2CC(C)(CN2C(=O)c2cc(-c3ccc(O)cc3)on2)C1 (configuration not stated),-30%,1%,-10%[59 µM],-15%,-19%,-16%,-7%,37%[12.4 µM],37%[activator]
CCCC(=O)Nc1nnc(S(=O)(=O)N(CC)c2ccc(OC)cc2)s1,4%,16%,8%,-2%,-17%,1%,-14%,18%,u

# Structures shown so far that contain a thiophene ring, fused or not, in the order listed:
SMILES,JMJD2A Tudor inh,POLB inh,G9a block,BLM inh,Pol eta inh,BAZ2B inh,Pol kappa inh,APEX1 inh,POLI inh
COC(=O)c1sccc1S(=O)(=O)N1CCN(c2cccc(C)c2C)CC1,-8%,0%,30%[59 µM],-10%,-20%,3%,0%,x,0%
CN(C)S(=O)(=O)c1ccc(Cl)c(C(=O)OCC(=O)NNC(=O)c2cccs2)c1,-13%,x,-4%[59 µM],x,-14%,10%,-13%,9%,-4%

# Following part:
SMILES,JMJD2A Tudor inh,POLB inh,G9a block,BLM inh,Pol eta inh,BAZ2B inh,Pol kappa inh,APEX1 inh,POLI inh
COc1ccc(CCNS(=O)(=O)c2cc(-c3onc(C)c3C)ccc2OC)cc1OC,-6%,-20%,5%[59 µM],-1%,0%,-12%,-13%,x,3%
CCOc1ccc(CSCCNC(=S)Nc2ccc(OC)cc2)cc1,-29%,2%,-27%,-6%,-6%,-14%,-17%,-10%,5%
CCCOc1ccc(N2C(=O)CC(N(CCc3ccc(OC)cc3)C(=O)/C=C/C(=O)O)C2=O)cc1 (configuration not stated),-7%,-1%,u,-4%,4%,-17%,-8%,0%,39%[activator]
Cc1cccc(C2c3[nH]c4ccccc4c3CCN2C(=O)c2cc(-c3cccn3C)n[nH]2)n1 (configuration not stated),56µM*,-11%,28µM*,-15%,-22%,13µM*,-15%,-2%,13%
CCN(CC)S(=O)(=O)c1cc(C(=O)O)ccc1Cl,-8%,2%,u,5%,-5%,18%,-8%,-6%,6%
CCc1nnc(NC(=O)CSc2nc3c(cc2C#N)CCC3)s1,3%,-1%,-20%[12.7 µM],2%,-16%,-2%,0%,-3%,43%[activator]
COc1ccc(C(=O)NNC(=O)C(=O)Nc2ccc(C)cc2)cc1,-14%,-11%,-7%[59 µM],-1%,2%,-1%,-1%,76%[activator][12.4 µM],47%[activator]
CCCNc1nc(Cl)nc(Nc2ccc(Cl)cc2)n1,-18%,44%,18%,-3%,-3%,-13%,-15%,-2%,0%
c1nc(N2CCOCC2)c2cc(-c3ccoc3)ccc2n1,x,x,3%[0.501 µM],-4%,x,x,-1%[60.1 µM],-6%,x
Oc1ccc(-n2cnnn2)cc1,-6%,2%,-4%[59 µM],-12%,-2%,13%,-1%,u,5%
Fc1ccc(CN2C3=NCCCN3c3ccccc32)cc1,-8%[57.1 µM],32%,10%[59 µM],4%,-14%,8%,0%,0%,14%
Cc1cc(-n2cccn2)ccc1CN1CCN(C2CCCC2)C(CCO)C1 (configuration not stated),-10%,10%,x,-6%,-19%,23%,15%,-1%,12%
COc1cc(/C=N/NC(=O)c2ccncc2)ccc1OC(=O)c1ccccc1Cl,-20%,u,-12%,-5%,-9%,u,-1%,-8%,-2%
CC1CCCN(C(=O)COC(=O)COc2ccc(Cl)cc2)C1 (configuration not stated),10%,x,x,x,-11%,x,-5%,21%,65%[activator]
FC(F)(F)c1ccc(Oc2ccc3c(C(F)(F)F)cc(C(F)(F)F)nc3n2)cc1,-21%,40%,23%[59 µM],-3%,1%,7%,-4%,-1%,6%
COc1ccc(C)cc1NS(=O)(=O)c1ccc2c(c1)N(C)CCO2,u,33%,14%[0.0925 µM],-5%,-1%,u,-14%,-2%,0%
O=[N+]([O-])c1ccc(N2CCN(S(=O)(=O)c3ccccc3)CC2)cc1NCc1ccco1,x,5%,-41%[59 µM],-4%,x,-22%,x,2%,x
Cc1ccc(Cn2nnnc2CN2CCC(O)(c3ccc(F)cc3)CC2)cc1,-15%,0%,u,0%,-4%,-3%,-9%,4%,-4%
O=C(COC(=O)c1cccs1)NCCC1=CCCCC1,-4%,2%,-7%,0%,-18%,1%,-2%,2%,83%[activator]
Cc1ccc(OCCc2csc(N)n2)cc1,-19%,-17%,u,-2%,-8%,-30%,-10%,3%,1%
CN(C(=O)COc1ncnc2sccc12)c1ccccc1,-11%,-13%,-41%,-2%,2%,-1%,1%,1%,1%
Cc1cc(-c2ccc(S(=O)(=O)Nc3cccc(Cl)c3C)cc2)on1,-10%,7%,-6%[59 µM],-2%,-16%,0%,-16%,x,37%[activator]
CCOc1ccc(OCCC(=O)N(CC)CC(=O)NCc2ccc(Cl)cc2)cc1,-8%,x,u,x,-12%,-29%,-18%,-24%,-4%
O=C(c1cnccn1)N1CCC2(CCN(Cc3ccccc3)CC2)CC1,x,x,0%[12.7 µM],1%,x,x,4%[60.1 µM],-1%,x
N#CC1=C(N)OC2=C(C(=O)CCC2)C1c1cc2c(cc1Cl)OCO2 (configuration not stated),-19%,-2%,x,0%,1%,3%,-3%,-7%,3%
COc1ccc(NC(=O)c2ccc3c(=O)n(-c4ccc(OC)cc4OC)c(=S)[nH]c3c2)c(OC)c1,-15%,1%,12%,-9%,-21%,0%,-3%,5%,92%[activator]
Oc1ccc(-c2n[nH]c(=S)n2-c2ccc3c(c2)OCCO3)c(O)c1,10µM*,-7%,1.8µM*,-7%,u,-29%,-40%,1%,u
COc1cc(Cl)c(C)cc1NC(=O)Cn1c(NCCO)nc2ccccc21,-5%,-2%,26%,-1%,-7%,-11%,-14%,4%,-23%
Cc1cccc(OCc2ccc(C(=O)Nc3ccc(F)cc3)cc2)c1,-11%,4%,16%[59 µM],1%,-5%,-6%,-5%,-5%,21%
CC(=O)Nc1ccc(S(=O)(=O)N2CCC(NC(C)=O)(c3cccc(F)c3)CC2)cc1,-7%,6%,16%[59 µM],0%,-9%,0%,4%,4%,-7%
CC(Oc1ccc(Cl)cc1)C(=O)Nc1ncccn1 (configuration not stated),-24%,2%,u,1%,-11%,3%,-2%,0%,34%[activator]
NC(=O)C1(N2CCCCC2)CCN(S(=O)(=O)c2ccc(Cl)s2)CC1,-10%,13%,x,-1%,5%,-7%,-13%,-11%,24%
CCN(CC)C(=O)C(=O)c1cn(CC(=O)N2CCc3ccccc3C2)c2ccccc12,-15%,3%,u,-2%,6%,14%,-6%,u,124%[activator]
CCOc1ccc(NS(=O)(=O)c2ccc(C(=O)NCC(c3ccccc3OC)N3CCCC3)cc2)cc1 (configuration not stated),-28%,x,1.3µM*,x,-8%,-20%,1%,1%,40%[activator]
CCOc1ccc(N2CC(=O)N(c3ccc(OCC)cc3)CC2=O)cc1,-11%,82%,x,1%,5%,12%,-5%,-2%,20%
CC1Cc2cc(S(=O)(=O)N3CCN(C)CC3)ccc2N1C(=O)C1CC1 (configuration not stated),-10%,9%,3%[59 µM],-1%,0%,-1%,0%,1%,7%
O=C1OC(Oc2ccc(Br)cc2)(c2ccccc2)c2ccccc21 (configuration not stated),25%,x,x,x,-22%,x,-3%,x,34%[activator]
COc1ccc(CCNC(=O)CN2C(=O)CSc3ccc(S(=O)(=O)N4CCOCC4)cc32)cc1OC,u,6%,x,2%,-12%,-10%,-15%,-1%,-11%
O=C(COC(=O)CNC(=O)c1ccc(Cl)cc1Cl)NC1CC1,-8%,x,x,x,6%,x,-18%,0%,93%[activator]
CCOC(=O)c1ccc(NC(=O)COC(=O)Cc2csc(-c3ccccc3)n2)cc1,-9%,1%[57.1 µM],10%,-7%,-21%,0%,-17%,-6%,u
Cc1ccccc1C(=O)N(CC(=O)Nc1sc(C)c(C)c1C(N)=O)C1CCCC1,-31%,-2%,-15%,-4%,-28%,-8%,4%,1%,55%[activator]
Cc1cc(O)c(/C=N/Nc2ccccc2)c(=O)o1,8.9µM*,-25%,u,1%,-14%,u,-15%,-2%,3%
FC(F)(F)c1nnc2ccc(N3CCOCC3)nn12,6%,5%,8%[12.7 µM],0%,-6%,-4%,3%,-3%,4%
CSc1ccc(Cl)c(C(=O)NCCOc2ccccc2)c1,24%,2%,1%,-11%,-21%,-8%[57.1 µM],-14%,2%,-5%

# Record cards (already shown). Order of screens: JMJD2A Tudor inh	POLB inh	G9a block	BLM inh	Pol eta inh	BAZ2B inh	Pol kappa inh	APEX1 inh	POLI inh
# FC(F)(F)c1nnc2ccc(N3CCOCC3)nn12 across the screens: 6%	5%	8%[12.7 µM]	0%	-6%	-4%	3%	-3%	4%
# Cc1ccccc1C(=O)N(CC(=O)Nc1sc(C)c(C)c1C(N)=O)C1CCCC1 across the screens: -31%	-2%	-15%	-4%	-28%	-8%	4%	1%	55%[activator]
# CCOC(=O)c1ccc(NC(=O)COC(=O)Cc2csc(-c3ccccc3)n2)cc1 across the screens: -9%	1%[57.1 µM]	10%	-7%	-21%	0%	-17%	-6%	u

# Not all compounds are listed; the hit share may differ from the screen's.
